Screening results deposited in PubChem BioAssay by several laboratories.
M. tuberculosis GlmU: inhibition of mycobacterial GlmU enzyme – biochemical, glucosamine-1-phosphate acetyltransferase (AID 1376). M. tuberculosis GlmU acetyltransferase enzyme assay; higher % means a stronger effect. inhibition, %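 (tested at 30 µM in the primary screen)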, or IC50 in µM where a hit was titrated. hit rate 0.25% among 220,000; in the data active = inhibition above about 13%;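 also: 0% = complete reaction with vehicle and 100% = reaction without substrate; strong numbers were not always called active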
Mtb RmlCD inh: inhibitors of Mycobacterium tuberculosis RmlC and RmlD coupled enzymes | inhibition, % at 3.6 µM | RmlC+RmlD coupled enzyme assay, percent inhibition; primary screen in compound mixtures | hit rate 0.03% among 160,000; in the data active = inhibition mostly above about 34%, no sharp cut-off; also: some results filed as inactive read as strong as hits
Target sequence (P9WH09 whole entry, looked up): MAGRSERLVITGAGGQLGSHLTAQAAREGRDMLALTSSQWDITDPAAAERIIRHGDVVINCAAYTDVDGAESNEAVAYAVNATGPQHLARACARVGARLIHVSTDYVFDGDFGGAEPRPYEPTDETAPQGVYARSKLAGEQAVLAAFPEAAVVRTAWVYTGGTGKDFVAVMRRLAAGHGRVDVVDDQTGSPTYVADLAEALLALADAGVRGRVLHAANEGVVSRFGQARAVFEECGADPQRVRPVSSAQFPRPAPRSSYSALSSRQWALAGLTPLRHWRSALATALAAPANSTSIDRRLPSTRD
Target sequence (P9WH11 whole entry, looked up): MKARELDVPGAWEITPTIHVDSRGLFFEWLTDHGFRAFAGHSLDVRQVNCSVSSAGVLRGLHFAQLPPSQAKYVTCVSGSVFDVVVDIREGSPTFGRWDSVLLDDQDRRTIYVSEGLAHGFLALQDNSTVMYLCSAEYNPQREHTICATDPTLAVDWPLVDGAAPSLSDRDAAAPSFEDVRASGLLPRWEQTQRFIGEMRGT
Active calls of the source: *; nt = not tested or not shown; & = joins results of further samples.

Molecule	M. tuberculosis GlmU	Mtb RmlCD inh
COCCNS(=O)(=O)c1ccc(OCC(=O)OC)c(Cl)c1	3.4%	7
COc1cc(OC)c(NC(=O)c2ccc(F)cc2)cc1Cl	-8.9%	9
O=C1CSC(=NC2CCCCC2)N1	3.8%	nt
C#C[C@]1(O)CC[C@H]2[C@@H]3CCc4cc(OC5CCCC5)ccc4[C@H]3CC[C@@]21C	2.0%	7
Cc1cc(Cl)ccc1OCC(=O)NCCCn1ccnc1	-6.8%	nt
Cc1ccc2nc(NC(=O)CSc3nc4ccccc4o3)sc2c1	2.4%	-3
Cc1ccc(S(=O)(=O)N/N=C/c2cccc3nccnc23)cc1	4.0%	1
CC(C)C(=O)N1CCN(c2ccccc2NC(=O)c2ccc(C#N)cc2F)CC1	5.7%	3
CCc1ccc(N2CC(C(=O)NCc3ccco3)CC2=O)cc1 (stereo unspecified)	-2.2%	nt
CCc1c(O)nc(SC2CC(=O)N(c3ccccc3)C2=O)[nH]c1=O (stereo unspecified)	2.2%	nt
O=C(Nc1cc(S(=O)(=O)Nc2ccc(Cl)cc2)ccc1O)c1ccc(S(=O)(=O)N2CCCCCC2)cc1	-3.8%	7
COCCN(C(=O)c1ccco1)c1nnc(-c2ccc(OC)c(OC)c2)s1	-2.0%	-11
Cc1c(C=O)cnn1CCC(=O)O	-3.1%	nt
CCN(CC)C(=O)CSc1nc2ccccc2c(=O)n1-c1ccccc1OC	2.9%	nt
CSc1sc(C(=O)N(C)C)cc1S(=O)(=O)C(C)C	-4.7%	-8
O=C(/C=C/c1ccc(S(=O)(=O)NCc2ccco2)cc1)NCc1ccccc1Cl	-1.5%	-6
Cn1ncc(Cl)c1C(=O)Nc1cccc(Cl)c1	3.9%	nt
CC(C)NC(=O)c1cc2n(n1)C(C(F)(F)F)CC(c1ccco1)N2 (stereo unspecified)	0.8%	-7
CC1CCCCN1C(=O)c1ccc(COc2ccc([N+](=O)[O-])cc2)o1 (stereo unspecified)	-2.7%	nt
O=C(c1cc2c(s1)CCCC2)N1CCN(c2ccccc2)CC1	1.8%	7
CC1CC(C)CN(S(=O)(=O)c2ccc(C(=O)NCc3ccc4c(c3)OCO4)cc2)C1 (stereo unspecified)	1.6%	nt
CC1(C)C2CC[C@]3(C)C(CC=C4[C@@H]5C[C@@](C)(CO)[C@@H](O)C[C@]56C[C@@H](OC6=O)[C@]43C)[C@@]2(C)CC[C@@H]1O (stereo partly specified)	3.5%	nt
Cc1oc(S(=O)(=O)N2CCCC2)cc1C(=O)Nc1ccc(F)cc1	4.6%	-6
CSc1nc(C)cc(-c2cc(C(=O)Nc3ccccc3)on2)n1	3.1%	nt
O=C(CSc1nn(-c2ccc(F)cc2)c(=S)s1)N1CCN(C(=O)c2ccco2)CC1	0.3%	nt
COc1ccccc1Nc1nc(N)nc(CSC(=S)N2CCCCC2)n1	6.1%	-11
C/C(=N/NC(=O)c1ccccc1)c1ccc(NC(=O)C(F)(F)F)cc1	3.7%	8
CCOC(=O)N1CCN(Cc2c(F)cccc2F)CC1	1.5%	-8
CCCCCCCCc1nnc(NC(=O)c2ccco2)s1	-4.9%	nt
CCCNC(=O)c1cc2nc(-c3ccccc3)cc(C(F)(F)F)n2n1	4.0%	nt
CC(SCC(=O)NC(C)C1CC2CCC1C2)C(=O)O (stereo unspecified)	-1.6%	-7
Cc1cc(C)nc(/N=C(\N)N2CCCCC2)n1	2.0%	nt
CCN(CC)C(=O)c1nn(-c2ccccc2)c2c1C1CCC2(C)C1(C)C (stereo unspecified)	-2.9%	-3
Cc1ccccc1C(=O)Nc1cccc(C(=O)N/N=C/c2cc(Cl)cc([N+](=O)[O-])c2O)c1	-1.2%	-1
CSc1nc2cc(Cl)ccc2s1	0.3%	nt
CCNC(=S)N1CCc2cc(OC)c(OC)cc2C1COc1ccc(F)cc1 (stereo unspecified)	2.3%	-12
COc1cccc(/C=N/NC(=O)c2cc3cc([N+](=O)[O-])ccc3s2)c1O	1.3%	0
O=C(Oc1ccc(Cl)cc1)c1ccc2nccnc2c1	2.1%	nt
COc1cc(C)c(Cl)c(C)c1S(=O)(=O)NC1CC(C)(C)NC(C)(C)C1	-3.3%	nt
CC(/C=N/n1c(-c2ccc(Cl)cc2)n[nH]c1=S)=C\c1ccco1	2.4%	-9
CC(=O)C1=C(O)C(=O)N(c2ccc(Br)cn2)C1c1ccc(F)cc1 (stereo unspecified)	-0.2%	17
CC1CC(C)(C)NC(=S)N1CCCC(=O)Nc1ccc(Br)cc1 (stereo unspecified)	1.8%	-5
CCOC(=O)N1CCN(CCC(=O)Nc2cccc(Br)c2)CC1	-0.9%&-1.9%	-6
O=C(/C=N/O)Nc1ccc2sc3ccccc3c2c1	1.8%	8
O=C(N=c1ccn(-c2nc3ccccc3nc2NS(=O)(=O)c2ccc(Cl)cc2)cc1)c1ccccc1Cl	1.3%	0
O=[N+]([O-])c1cc(S(=O)(=O)Nc2cccc(Cl)c2)ccc1N=Nc1c(O)[nH]c2ccccc12	4.3%	-12
Cc1cccc(NC(=S)NCc2ccco2)c1C	3.9%	14
COc1cc(NC(=O)CN2CCN(c3ccccc3F)CC2)cc(OC)c1	-2.8%	-8

Structural class: the compounds so far containing a nitro group on carbon
Molecule	M. tuberculosis GlmU	Mtb RmlCD inh
CC1CCCCN1C(=O)c1ccc(COc2ccc([N+](=O)[O-])cc2)o1 (stereo unspecified)	-2.7%	nt
Cc1ccccc1C(=O)Nc1cccc(C(=O)N/N=C/c2cc(Cl)cc([N+](=O)[O-])c2O)c1	-1.2%	-1
COc1cccc(/C=N/NC(=O)c2cc3cc([N+](=O)[O-])ccc3s2)c1O	1.3%	0
O=[N+]([O-])c1cc(S(=O)(=O)Nc2cccc(Cl)c2)ccc1N=Nc1c(O)[nH]c2ccccc12	4.3%	-12

(continued)
Molecule	M. tuberculosis GlmU	Mtb RmlCD inh
O=c1c2c3c(sc2n(CCN2CCOCC2)c(=O)n1Cc1ccco1)CCCCC3	-3.0%	4
Cc1nc2c3cc(Cl)ccc3n(CCN3CCCCC3)c2s1	2.4%	-9
O=C(Nc1nnc(-c2ccc(Cl)cc2)o1)c1ccc(N2C(=O)CCC2=O)cc1	-0.7%	-9
O=C(CSc1nc2[nH]ncc2c(=O)[nH]1)Nc1nccs1	-2.1%	nt
Cn1c(N2CCOCC2)c(/C=N/O)c2ccccc21	0.4%	-15
CCCOc1ccc(N2C(=O)CC(N3CC=C(c4ccccc4)CC3)C2=O)cc1 (stereo unspecified)	-2.9%	-10
O=C(NCCc1ccccn1)c1cccc(S(=O)(=O)N2CCCCCC2)c1	1.8%	22
O=C(c1ccccc1F)N1CCC(N2CCCCCC2)CC1	-7.5%	nt
CC(=O)N1CCN(c2ccc(NC(=S)NC(=O)c3ccccc3)cc2)CC1	2.9%	-8
Cc1cc(NC(=O)Nc2ccc(F)cc2F)n(C)n1	-0.2%	nt
CCCCN(C(=O)CSc1nnc2ccccn12)c1c(N)n(Cc2ccccc2)c(=O)[nH]c1=O	3.0%	24
O=C(CSCc1cnn(-c2ccccc2)c1-n1cccc1)NCc1ccc2c(c1)OCO2	0.5%	5

Brought forward from above: three entries, then new ones.
Molecule	M. tuberculosis GlmU	Mtb RmlCD inh
Cc1cc(NC(=O)Nc2ccc(F)cc2F)n(C)n1	-0.2%	nt
CCCCN(C(=O)CSc1nnc2ccccn12)c1c(N)n(Cc2ccccc2)c(=O)[nH]c1=O	3.0%	24
O=C(CSCc1cnn(-c2ccccc2)c1-n1cccc1)NCc1ccc2c(c1)OCO2	0.5%	5
Cc1oc(-c2ccccc2F)nc1CN1CCC(C(=O)NCCC2=CCCCC2)CC1	-3.4%	nt
COc1ccc(C(=O)N/N=C/c2sc(=O)n(Cc3cccc(C(=O)O)c3)c2Cl)cc1	9.5%	-3
CCOc1cccc2c1OC1(C)CC2NC(=O)N1c1ccc(OC)cc1 (stereo unspecified)	5.3%	16
CC(=O)c1sc(NC(=O)C2COc3ccccc3O2)nc1C (stereo unspecified)	0.5%	-3
CSc1nc(N(C)NC(=O)c2ccccc2)c2ccccc2n1	-0.1%	-6
COc1ccc(-n2c(O)c(C=Nc3c(C)n(C)n(-c4ccccc4)c3=O)c(=O)[nH]c2=O)cc1	-1.3%	nt
CC(C)CNC(=O)c1noc2c1CCCC2	1.6%	-12
CN(Cc1ccco1)C(=O)Cn1nc(-c2ccc(Cl)cc2)ccc1=O	-0.7%	-10
O=C(O)c1cc(S(=O)(=O)NCC2CCCO2)ccc1Cl (stereo unspecified)	-2.6%	4
CCN(CC)CCNCc1cc(Cl)c(OCC(=O)Nc2ccccc2)c(OC)c1	-1.8%	-10
CCS(=O)(=O)N1CCN(C(=O)c2cc(OC)cc(OC)c2)CC1	-4.1%	9
CCc1nnc(NC(=O)Cc2ccc(OCc3c(C)noc3C)cc2)s1	1.9%	-7
CCN(CC)C1CCN(c2nc3nonc3nc2NCCOC)C1 (stereo unspecified)	0.3%	-6
CC(C)CCN(N=O)[C@@H](Cc1ccccc1)CN(N=O)[C@@H](Cc1ccccc1)CN(C)N=O	1.3%	nt
CCCN1C(=O)/C(=C\c2ccncc2)SC1=Nc1ccccc1	0.5%	2
O=C1OC(Nc2ccc(Br)cn2)c2ccccc21 (stereo unspecified)	-1.1%	2
O=C(Nc1cc(Cl)cc(Cl)c1)N1CCCN(Cc2ccccc2)CC1	5.2%	-5
NC1=NC2(CCCCCC2)n2c(nc3ccccc32)N1	3.0%	nt
COc1ccc(OCCC(=O)OCC(=O)NCCC2=CCCCC2)cc1	-0.8%	4
CCOC(=O)C(NCc1ccccc1OC)(NC(=O)CC)C(F)(F)F (stereo unspecified)	5.0%	nt
CCOC(=O)c1cccc2c(=O)c(C(=O)c3ccc(Cl)cc3)c(C(=O)OC)[nH]c12	-0.3%	nt
CCOC(=O)C1(P(=O)(c2ccc(Cl)cc2)c2ccc(Cl)cc2)CCC1	-1.1%	-11
O=C1C2CC=C(Cl)CC2C(=O)N1c1ncn[nH]1 (stereo unspecified)	7.1%	nt
CN1CCN(C(=O)C2CCCCC2C(=O)O)CC1 (stereo unspecified)	-3.4%	-6
O=c1ccn(Cc2ccc(F)cc2)c2ccnc(C(F)(F)F)c12	1.4%	nt
CN1C2=C(C#N)C(c3ccccc3)(C(F)(F)F)NC(=O)N2c2ccccc21 (stereo unspecified)	-6.1%	-11
CN(C(=O)C1CCOC1)c1nnc(C2CCOC2)s1 (stereo unspecified)	-2.8%	3
O=S(=O)(Nc1nc2ccccc2nc1NCCO)c1cccc(Cl)c1	-4.1%	8
CCN(CC)S(=O)(=O)c1cc(NC(=O)C(C)N2CCN(Cc3ccc4c(c3)OCO4)CC2)ccc1C (stereo unspecified)	-7.8%	7
Cn1cc(C(=O)NP(=O)(N2CCOCC2)N2CCOCC2)c2ccccc21	-5.2%	13
O=C(c1ccc(Cl)cc1)C1CCCN(Cc2ccc(Oc3ncccn3)cc2)C1 (stereo unspecified)	-1.2%	nt
C=CCc1cc(C=O)cc(OC)c1OCc1ccc(Cl)cc1	-4.2%	nt
O=C(CSc1nccn1-c1ccccc1)c1ccc(Br)cc1	-4.1%	1
COc1ccc(C(=O)C23CN4CN(CN(C4)C2)C3)cc1	4.2%	-8
CCn1c(O)c(C=Nc2ccc(S(N)(=O)=O)cc2)c(=O)[nH]c1=S	1.9%	5
CCOc1cc([N+](=O)[O-])cc2c1C(=O)Nc1ccccc1O2	-1.6%	6
Cc1cc(C)nc(SCCCn2c(=O)[nH]c3ccccc32)n1	-4.2%	20
C/C(N)=C(/C#N)C(=O)CSc1nn(-c2ccc(Cl)cc2)c(=S)s1	0.5%	-1
C=CCNC(=S)NNC(=O)c1csc(CC)c1	2.8%	3
CCOc1ncccc1C(=O)NCc1ccccc1	2.7%	-12
CC(C)N(C(=O)Cn1c(Cl)nc2ccccc21)C(C)C	-8.2%	-5
COc1ccc(N(C(=O)C2CSC(=O)C2)C(C(=O)NC(C)(C)C)c2ccncc2)cc1 (stereo unspecified)	-1.3%	5
Cc1ccc(C(c2sc3ncnn3c2O)N2CC(C)CC(C)C2)cc1 (stereo unspecified)	-2.3%	nt
CC(C)(C)NC(=O)Cn1nnc(-c2ccccc2Cl)n1	-2.8%	nt
Cn1nnnc1SCc1cc(=O)n2ccsc2n1	4.3%	28
N/C(=N\OC(=O)COc1ccc(Cl)cc1Cl)c1ccccn1	1.9%	-4
COc1ccc(S(=O)(=O)N(C)CC(=O)O)c2ccccc12	-4.2%	22
Cc1cc(C)c2oc(C(=O)Nc3ccc(S(=O)(=O)N4CCCC(C)C4)cc3)cc(=O)c2c1 (stereo unspecified)	2.7%	-10
O=C(NCCO)c1nc2ccccc2s1	3.2%	nt
CCOC(=O)c1[nH]c(C(=O)O)c(CCN(CC)CC)c1C	-0.1%	8
NC(=O)NC(=O)COC(=O)CCCc1c[nH]c2ccccc12	-2.7%	nt
O=C(COC(=O)c1cccnc1Cl)NCc1cccs1	-0.5%	1
COc1ccccc1N1CCN(c2ncnc3nc[nH]c23)CC1	6.4%	-6
CC(Nc1oc(-c2ccco2)nc1C#N)c1ccccc1 (stereo unspecified)	-5.0%	nt
NC(=O)C1(N2CCCCC2)CCN(CC(=O)Nc2cc(Cl)ccc2Cl)CC1	5.6%	nt
Cc1ccc(N2C(=O)c3ccc(N)cc3C2=O)cc1	-0.6%	-6
CNc1nnc(-c2ccc(OC)cc2)s1	-3.2%	4

Some of the compounds tested. The share of hits here may be higher or lower than overall.
